HTRA1 inh: HTRA1 serine protease inhibitors, primary screen, biochemical, fluorescence polarization, HTS | Q92743 | recombinant HTRA1, FP-rhodamine activity-based probe | inhibition, % at 5.96 µM | 0.5% of 340,000 active | AID 504803, 2011; in the data active = inhibition above about 36%;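 note: 0% = enzyme with DMSO and 100% = wells lacking enzyme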
MBD2 DNA inh: inhibitors of MBD2 binding to methylated DNA, primary screen, biochemical, TR-FRET, DNA-binding domain, human; Methyl-CpG-binding domain protein 2 (Homo sapiens), Q9UBB5; MBD2 binding to methylated oligonucleotide; inhibition, % at 4.4 µM; 0.31% of 370,000 active; in the data active = inhibition above about 13%
SIAE primary: human SIAE inhibitors, primary screen, biochemical, fluorescence polarization, FP-Rh probe, 1536-well HTS; 0.69% of 370,000 active; SIAE FP-Rh probe binding; inhibition, % at 9.66 µM; Sialate O-acetylesterase (Homo sapiens), Q9HAT2;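 active = inhibition above a cutoff: mean of compounds within the control limits plus 3 SD of those, cut at about 17% in these data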;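 note: 0% = plate median of compound wells and 100% = probe without SIAE protein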
Target sequence (Q9HAT2 whole entry, looked up): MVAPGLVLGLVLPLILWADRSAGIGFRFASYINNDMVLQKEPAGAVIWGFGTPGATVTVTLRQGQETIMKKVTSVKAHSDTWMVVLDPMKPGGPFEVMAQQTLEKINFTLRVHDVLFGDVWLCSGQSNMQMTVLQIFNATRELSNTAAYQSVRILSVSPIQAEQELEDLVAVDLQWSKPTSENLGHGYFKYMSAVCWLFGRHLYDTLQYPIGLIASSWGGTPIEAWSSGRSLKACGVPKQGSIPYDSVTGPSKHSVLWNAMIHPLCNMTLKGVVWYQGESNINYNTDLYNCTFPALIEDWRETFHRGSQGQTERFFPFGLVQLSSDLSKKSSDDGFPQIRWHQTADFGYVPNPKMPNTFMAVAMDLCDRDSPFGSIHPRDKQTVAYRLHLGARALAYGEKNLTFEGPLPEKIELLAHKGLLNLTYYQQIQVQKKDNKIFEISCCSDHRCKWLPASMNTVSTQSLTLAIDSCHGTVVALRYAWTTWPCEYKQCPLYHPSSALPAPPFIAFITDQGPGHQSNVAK
LEDGF integ inh: blockers of LEDGF/p75-dependent integrase strand transfer – biochemical, TR-FRET, high throughput, primary screen | HIV-1 integrase (with human LEDGF/p75) | TR-FRET IN-LEDGF/p75 DNA integration, Eu/Cy5 | inhibition, % at 3.7 µM | 0.64% of 370,000 active;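 active = inhibition above the screen-wide mean plus 3 SD, cut at about 13% in these data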;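 note: signal is the Cy5 over europium emission ratio at 671 and 618 nm; 0% = plate median of compound wells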
TCR CD3 inh: inhibitors of human TCR-CD3 interaction, primary screen, biochemical, fluorescence, TAMRA-labeled TCR probe. T-cell receptor (TCR). inhibition, % at 9.4 µM. 0.37% of 360,000 active. AID 651800, 2012; in the data active = inhibition above about 19%;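 note: recombinant mutant TCR 2C K166C tagged with TAMRA read by polarization; 0% = receptor in buffer alone and 100% = receptor with positive control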
TDP2 inh: human TDP2 enzyme inhibitors, primary screen, biochemical, epi absorbance, recombinant enzyme. Tyrosyl-DNA phosphodiesterase 2 (Homo sapiens), O95551. T5PNP hydrolysis, p-nitrophenol absorbance 415 nm. inhibition, % at 12.8 µM. 0.34% of 370,000 active;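 active = inhibition above the mean of all tested compounds plus 3 SD, set per campaign, cut at about 25% in these data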;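 note: 0% = DMSO with enzyme and 100% = buffer with substrate but no TDP2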
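Test system: human TDP2 enzyme; Input: 120 nM TDP2 per well; Buffer or medium: Mg2+-containing Tris-HCl buffer, pH 7.5; Reagent: 5 mM T5PNP; Dosing: 12.8 µM single point, 1% DMSO; Incubation: reaction 2 h, 37 °C; Detection: p-Nitrophenol epi absorbance; Read-out: % inhibition relative to enzyme-containing and enzyme-free wells; Replicates: single well per compound.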
GC-B act: human GC-B receptor activators, primary screen, HEK293 GC-B cells, cGMP TR-FRET, EC30 CNP | Atrial natriuretic peptide receptor 2 (Homo sapiens), P20594 | AID 1920062, 2024 | 0% at EC30 CNP, 100% saturating CNP | activation, % at 10 µM | 0.11% of 370,000 active;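 active = activation at 10 µM reaching about 35% in either raw or pattern-adjusted values, limit read from the data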
PRMT1 inh: PRMT1 methyltransferase inhibitors, primary screen, biochemical, fluorescence polarization | recombinant PRMT1, activity-based probe fluorescence polarization | inhibition, % at 2.79 µM | 1.3% of 370,000 active;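 active = inhibition above about 21% made by adding two undisclosed values, limit read from the data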
rCAG binder: binders of r(CAG) RNA repeats, primary screen, biochemical, fluorescence. r(CAG) RNA repeat, TO-PRO-1 dye displacement fluorescence. inhibition, % at 3 µM. 1.3% of 370,000 active;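 active = inhibition above the plate cutoff, the mean of all test compounds on that plate plus 3 SD, cut at about 35% in these data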;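 note: 0% = DMSO alone and 100% = 100 µM mitoxantrone as full dye displacement; higher means more dye released from RNA so lower well fluorescence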
mABHD4 FP: ABHD4 inhibitors, primary screen, biochemical, fluorescence polarization, mouse; (Lyso)-N-acylphosphatidylethanolamine lipase (Mus musculus), Q8VD66; purified mABHD4, FP-Rh probe fluorescence polarization; inhibition, % at 8.92 µM; 0.54% of 370,000 active;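 active = inhibition exceeding the mean over every tested compound plus 3 SD, cut at about 30% in these data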;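 note: 0% = plate median of compound wells and 100% = S159A mutant with DMSO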
Target sequence (Q8VD66 whole entry, looked up): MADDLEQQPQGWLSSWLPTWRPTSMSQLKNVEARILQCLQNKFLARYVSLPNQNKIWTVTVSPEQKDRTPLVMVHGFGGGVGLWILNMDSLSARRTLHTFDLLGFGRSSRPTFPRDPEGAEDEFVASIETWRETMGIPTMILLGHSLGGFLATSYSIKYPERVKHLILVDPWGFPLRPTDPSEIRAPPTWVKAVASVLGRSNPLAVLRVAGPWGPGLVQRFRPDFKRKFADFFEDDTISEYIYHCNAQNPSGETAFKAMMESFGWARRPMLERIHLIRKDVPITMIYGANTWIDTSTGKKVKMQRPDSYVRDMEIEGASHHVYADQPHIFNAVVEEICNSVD
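Test system: mABHD4 protein; Read-out basis: % inhibition; Incubation: 45 min + 60 min at 25 °C; Repeats: single replicate; Technique: fluorescence polarization with parallel and perpendicular emission, 525/598 nm; Compound: 8.92 µM, single dose; Benchmarks: full inhibition S159A mutant plus DMSO, zero as sample-well median.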
* = called active by the depositor; x = no result given. These rows are one share of the data (hit frequency here may not be typical).

SMILES	HTRA1 inh	MBD2 DNA inh	SIAE primary	LEDGF integ inh	TCR CD3 inh	TDP2 inh	GC-B act	PRMT1 inh	rCAG binder	mABHD4 FP
O=C(NCCC1=CCCCC1)c1ccc(F)c(S(=O)(=O)N2CCOCC2)c1	0	1	14	0	7	2	-2	-1	-1	3
CC12CC3(C)CC(C)(C1)CC(C(=O)NCc1cccnc1)(C2)C3	3	-5	1	1	-2	4	3	-2	-11	5
COc1cc(CNc2ncnc3c2ncn3[C@H]2CN(Cc3ccc(-c4ccccc4)cc3)C[C@@H](CO)O2)cc(OC)c1OC	x	6	-8	-1	1	-1	-2	8	11	-13
CN(CC1CCOCC1)C(=O)CC1C(=O)NCCN1Cc1ccc(Cl)c(F)c1 (centres undefined)	2	5	-2	-2	4	-3	3	6	-1	1
CO/N=C(\C)c1ncc(C(F)(F)F)cc1N1CCOCC1	9	-6	9	0	-6	-11	4	2	0	5
O=C(c1cccc(C(F)(F)F)c1)N1CCC(=O)N(C(CO)Cc2ccccc2)CC1 (centres undefined)	1	-2	4	0	1	9	3	-3	-7	2
CCOc1cccc(C(=O)Nc2ccncc2)c1	-5	5	-2	-5	-2	8	0	2	0	2
C=CCn1c(SCC(=O)NC2CCS(=O)(=O)C2)nnc1-c1cc2c(s1)CCC(CC)C2 (centres undefined)	0	2	5	0	3	4	2	2	-7	2
Cc1ccc(C(=O)Nc2nc(C(N)C(C)C)cs2)cc1 (centres undefined)	x	-3	-11	3	-4	2	3	-2	10	0
CCCC(=O)Nc1ccc(C(=O)Nc2nnc(COCC)s2)cc1	-1	4	-4	1	6	-3	1	2	-2	3
Cc1cccc(NC(=O)c2cccc(C(=O)Nc3cccc(C)n3)c2)n1	-6	7	-9	0	-3	-3	8	4	-6	-3
Cc1c(NC(=O)COC(=O)c2ccc(Br)o2)c(=O)n(-c2ccccc2)n1C	4	-3	-1	1	-1	10	3	-2	-1	-2
O=C(C#Cc1ccccc1)c1ccccc1	-9	-1	-2	3	-1	-2	-7	12	3	-8
COc1ccc(C2CC(=O)Oc3cc(OC)ccc32)cc1 (centres undefined)	-2	2	-7	0	1	1	3	4	4	4
COc1cc2c(cc1N/C=C(\C#N)c1nc(-c3ccccc3)cs1)oc1ccccc12	8	-1	-4	3	7	0	-4	-3	-4	4

Quoted at random: 4 records from the list.
SMILES	HTRA1 inh	MBD2 DNA inh	SIAE primary	LEDGF integ inh	TCR CD3 inh	TDP2 inh	GC-B act	PRMT1 inh	rCAG binder	mABHD4 FP
O=C(C#Cc1ccccc1)c1ccccc1	-9	-1	-2	3	-1	-2	-7	12	3	-8
COc1cc2c(cc1N/C=C(\C#N)c1nc(-c3ccccc3)cs1)oc1ccccc12	8	-1	-4	3	7	0	-4	-3	-4	4
O=C(c1cccc(C(F)(F)F)c1)N1CCC(=O)N(C(CO)Cc2ccccc2)CC1 (centres undefined)	1	-2	4	0	1	9	3	-3	-7	2
CC12CC3(C)CC(C)(C1)CC(C(=O)NCc1cccnc1)(C2)C3	3	-5	1	1	-2	4	3	-2	-11	5

(continued)
SMILES	HTRA1 inh	MBD2 DNA inh	SIAE primary	LEDGF integ inh	TCR CD3 inh	TDP2 inh	GC-B act	PRMT1 inh	rCAG binder	mABHD4 FP
C[C@H]1CN([C@@H](C)CO)C(=O)c2cccc(NC(=O)Nc3ccc(F)cc3)c2O[C@@H]1CN(C)Cc1ccc(C(=O)O)cc1	7	0	2	-3	3	3	5	1	16	2
O=S(=O)(NCCc1ccc(Cl)cc1)c1cccc2cccnc12	-9	-3	12	-1	7	9	-1	0	5	1
O=C(O)CNc1nc(-c2ccccc2)c2cc([N+](=O)[O-])ccc2n1	1	-7	3	0	9	-7	9	26*	9	14
CC(C)(C)C1CCc2onc(C(=O)NCc3ccc(F)cc3)c2C1 (centres undefined)	-20	17*	-1	1	0	-12	6	3	-5	-17
Cc1ccc2c(cnn2C(=O)CCC(=O)N2CCCCC2)c1	-2	-3	0	0	5	-5	0	-2	1	-2
CC1CN(C2CCN(S(=O)(=O)c3ccccc3)CC2)CC(C)O1 (centres undefined)	-3	3	-2	2	-6	0	4	6	-1	-3
COCCCNC(=O)c1cc(Nc2ccc(OC)cc2OC)nc2ccccc12	3	6	2	3	-3	-6	-3	-8	-2	0
CC1(C(=O)NS(=O)(=O)Cc2ccccc2)CCN1C(=O)Cc1ccccc1Cl (centres undefined)	x	-2	-2	10	-4	-18	2	-5	11	0
CCOc1ccc(CCNC(=O)COC(=O)c2c(C)nn(-c3ccccc3)c2C)cc1OCC	4	4	7	-2	2	0	-4	3	-8	-9
CCOC(=O)C(NC(C)=O)(NS(=O)(=O)c1ccccc1)C(F)(F)F (centres undefined)	-4	-3	-5	2	4	-2	4	-4	-2	6
CCCCCCCC(=O)NC(Nc1ccccc1OC)C(Cl)(Cl)Cl (centres undefined)	-20	-1	-4	-3	-2	1	-12	1	-1	-6
COC(=O)[C@]12C[C@H](CC(=O)NCc3ccc(C)o3)C(=O)N(Cc3ccco3)C1=C[C@H](COCc1ccccc1)O[C@@H]2C	x	-4	7	6	x	-19	4	3	7	0
CCCCCCNC(=O)c1ccc(Br)o1	-2	-1	0	-1	5	-6	-2	-2	2	-4
Cc1cc(Cl)ccc1NC(=O)CN1CCCC1	-5	-4	23*	3	9	11	3	0	-1	4
O=C(c1ccc(CS(=O)c2ccccc2Cl)o1)N1CCN(c2ccccc2)CC1 (centres undefined)	6	-1	0	2	10	8	0	2	-7	2
Cc1ccc(Sc2ncccc2[N+](=O)[O-])cc1	-2	5	2	1	-4	-1	4	2	-2	-1
O=C(c1cc(S(=O)(=O)N2CCCC2)c(Cl)cc1Cl)N1CCCC1	-2	1	1	1	3	12	3	-2	0	3
O=C(N=C1SC2CS(=O)(=O)CC2N1c1ccc(OC(F)(F)F)cc1)C1CC1 (centres undefined)	7	4	0	-8	3	-7	-2	0	-3	5
OCCN1CCN(CC(O)COc2ccc(-c3ccccc3)cc2)CC1 (centres undefined)	-1	-6	0	0	6	2	-6	-3	0	1
CCN(CC)S(=O)(=O)c1ccc(OC(C)C)c(N)c1	1	6	-6	0	-10	-17	0	9	0	-7
O=C1C(Cl)=C(NCC2CCCO2)C(=O)N1Cc1ccccc1 (centres undefined)	-3	-1	-10	-3	-2	0	4	1	2	2
O=C(O)c1cccc(S(=O)(=O)NCC2COc3ccccc3O2)c1 (centres undefined)	-1	0	-3	0	-4	-1	2	-2	4	-3
COc1ccccc1OCC(=O)Nc1ccc(S(=O)(=O)N2CCCC2)cc1	-5	-5	1	-2	-1	15	2	-3	0	5
O=C(CCSc1ccccc1)NCCSc1ccccn1	-2	-5	-1	1	2	9	0	0	0	-3
CC1=C(C(N)=O)C(c2cccnc2)n2nc(-c3cccc(Cl)c3)nc2N1 (centres undefined)	-3	4	0	3	6	7	-2	-1	-4	6
O=S(=O)(c1ccc(Br)s1)N1CCN(c2ccnc3cc(Cl)ccc23)CC1	x	4	-5	-3	6	-5	-4	2	8	-11
CC(C)Oc1ccccc1OCCN(C)C	6	3	1	2	5	-8	5	2	-3	13
COc1ccc(CC(=O)Nc2nc(-c3cccnc3)cs2)cc1	-9	-1	-1	0	2	0	2	0	5	-2
CCOC(=O)c1c(CSc2ccc(C)cc2)oc2ccc(O)cc12	-19	0	-11	1	-2	0	0	1	4	-12
Cc1cc(C(=O)NCc2ccc(S(N)(=O)=O)cc2)c(C)o1	2	0	0	-3	-4	3	6	2	4	-1
O=C(Cc1ccccc1)Nc1cc2c(cc1Cl)OCCCO2	-4	-2	-1	3	2	-9	0	-8	-5	4
CCOC(=O)c1nnn(-c2nonc2-n2cccc2)c1-c1cccc([N+](=O)[O-])c1	-17	0	-3	-4	-3	3	-1	0	2	2
Cc1cc[n+](CC(=O)N2CCCc3ccccc32)cc1	-3	0	-5	3	6	1	4	0	-2	-3
O=C1N=c2ccc(Br)cc2=C1c1sc(=S)n(NS(=O)(=O)c2ccccc2)c1O	-2	0	12	-1	13	2	-3	8	81*	26
CC(=O)Nc1nc(NC(=O)/C=C/c2ccccc2)n(-c2ccccc2)n1	6	1	0	6	4	-5	3	0	4	3
C=CCNC(=S)NNC(=O)c1ccccc1	1	-3	9	2	1	4	-1	-3	0	1
COc1ccccc1OCc1ccc(C(=O)NCc2cccnc2)o1	-2	2	4	0	-4	2	4	6	-2	0
CN(CC(=O)NCC(=O)Nc1ccc(F)cc1)C1CCS(=O)(=O)C1 (centres undefined)	6	2	-5	-9	-5	0	1	4	2	-1
O=C(Nc1ccc(S(=O)(=O)N2CCCCC2)cc1)C1CCCCC1	-15	1	4	-5	-3	-9	2	2	9	-3
Cc1cccn2c(=O)c3cc(C#N)c(=N)n(CCCN4CCOCC4)c3nc12	3	2	4	-3	-12	-2	-8	-1	4	-7
O=C(COC(=O)c1cccc2c1C(=O)c1ccccc1C2=O)NC1CCCCC1	12	-2	12	1	-2	8	8	-2	-2	11
Cc1cc(=O)c(C(=O)Nc2cccc(C(=O)NC3CC3)c2)nn1-c1ccccc1	2	-1	-3	0	4	4	3	-5	3	-2
COc1ccc(N2CC(C(=O)NCCS(=O)(=O)N3CCN(c4ccccc4)CC3)CC2=O)cc1 (centres undefined)	6	1	1	-1	-3	0	1	-2	0	7
Cn1nc(C(F)(F)F)c(-c2ccccc2)c1N	-6	2	2	2	-2	-4	0	0	-2	4
C/C=C/c1cccc(-c2nc(C(=O)NC3CCCC3)cc3c2[C@@H](CCO)N(S(=O)C(C)(C)C)C3)c1 (some centres undefined)	x	-1	0	-8	-3	7	-9	0	9	0
CNC(=O)CSc1nc(SC)ns1	5	6	-2	0	8	-1	2	-7	0	-7
CC(C)(C)NC(=O)C(c1ccncc1)N(C(=O)Cn1nnc(-c2ccc(F)cc2)n1)c1ccc(F)cc1 (centres undefined)	2	-3	1	-2	6	-1	-8	0	-1	-2
CCCCN(C)C(=O)c1cn(-c2cccc(OC)c2)c(=O)c2ccccc12	5	3	-3	-5	-10	-10	-2	6	-6	-10
COc1cccc(Nc2nc(C(N)C(C)C)cs2)n1 (centres undefined)	x	6	3	1	-12	-3	-5	7	11	-6
Cn1c(=O)c2c(nc(NCC3CCCC(CN)C3)n2Cc2ccc(Cl)cc2Cl)n(C)c1=O (centres undefined)	11	-3	7	2	-2	2	-5	8	13	5

From PubChem
